Source: PubChem BioAssay (several laboratories)
hgDAF-12 ag = agonists of H. glycines DAF-12 nuclear receptor. activation, % at 6.8 µM. HEK293 GAL4-hgDAF12 UAS-luciferase reporter, agonist luminescence; normalized to butyrate control. 1.8% of 370,000 active;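 active = activation above a cutoff set at the mean of all screened compounds plus 3 SD, cut at about 10% in these data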;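 also: 0% = DMSO wells and 100% = sodium butyrate wells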
proKLK7 act = activators of human kallikrein-7 zymogen | purified proKLK7, EDANS-DABCYL substrate fluorescence; 100% is mature enzyme control, 0% vehicle | activation, % at 7 µM | 0.9% of 370,000 active;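 active = activation above the mean of all tested compounds plus 3 SD, computed per campaign excluding outliers beyond control limits, cut at about 13% in these data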
hcDAF12 agonist = activates DAF-12 receptor from parasite H. contortus. activation, % at 6.8 µM. AID 652067. HEK293 hcDAF-12 lit1-tk-luc reporter, luminescence; 0% DMSO, 100% Δ7-dafachronic acid. 1.4% of 370,000 active;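 active = activation above the mean of all tested compounds plus 3 SD, cut at about 5.5% in these data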;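 also: 100% = response to 3 µM Δ7-dafachronic acid high control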
NPR2 activator = GC-B (human) receptor activation. P20594. HEK293-GC-B cells, CNP EC30, cGMP TR-FRET; 0% at EC30 CNP, 100% saturating CNP. activation, % at 10 µM. 0.11% of 370,000 active;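 active = activation at 10 µM reaching about 35% in either raw or pattern-adjusted values, limit read from the data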
GAA850 FXN act = frataxin GAA850 promoter activation. HEK293 lucGAA850 FXN promoter luciferase reporter, 24 h; percent of 10 µM SAHA response. activation, % at 6 µM. 0.56% of 360,000 active. AID 540364;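 active = activation above the average of all compounds screened plus 3 SD, cutoff fixed separately per campaign, cut at about 7.5% in these data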;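 also: 0% = DMSO wells and 100% = 10 µM SAHA wells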
HGIII-sPLA2 inh = Blocks human group III sPLA2 activity | Q9NZ20 | QFRET BODIPY PC-A2 liposome hydrolysis, fluorescence | inhibition, % at 12.2 µM | 0.56% of 370,000 active | AID 743126;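 active = inhibition above mean plus 3 SD of compounds lying within the high and low control bounds, cut at about 19% in these data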;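 also: 0% = median of test compound wells and 100% = no enzyme DMSO wells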
Target sequence (Q9NZ20 whole entry, looked up): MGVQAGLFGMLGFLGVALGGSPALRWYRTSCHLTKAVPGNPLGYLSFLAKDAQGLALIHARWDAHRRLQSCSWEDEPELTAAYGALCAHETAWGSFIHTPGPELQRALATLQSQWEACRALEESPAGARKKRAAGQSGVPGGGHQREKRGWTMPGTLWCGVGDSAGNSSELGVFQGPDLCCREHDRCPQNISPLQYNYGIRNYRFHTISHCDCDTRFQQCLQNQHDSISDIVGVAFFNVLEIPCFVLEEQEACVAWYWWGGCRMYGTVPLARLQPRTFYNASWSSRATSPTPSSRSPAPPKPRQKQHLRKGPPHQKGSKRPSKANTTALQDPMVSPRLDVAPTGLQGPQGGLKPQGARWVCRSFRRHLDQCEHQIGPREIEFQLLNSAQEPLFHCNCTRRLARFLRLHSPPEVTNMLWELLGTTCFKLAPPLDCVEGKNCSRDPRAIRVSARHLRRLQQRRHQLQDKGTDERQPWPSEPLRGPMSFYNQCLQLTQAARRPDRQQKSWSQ
GC-A act = GC-A (human) enzyme activation; 0.14% of 370,000 active; HEK293 GC-A cells, cGMP TR-FRET, EC30 ANP; 0% at EC30 ANP, 100% saturating ANP; activation, % at 10 µM; P16066; in the data active = activation above about 40%
DAX1 inh-1 = inhibitors of DAX1 repression of SF-1 activated StAR promoter | HEK293T StAR-luciferase reporter, SF-1/DAX-1 repression relief | inhibition, % at 6.8 µM | 1.1% of 370,000 active | AID 652010;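 active = inhibition above the mean over all tested compounds plus 3 SD, cut at about 3.6% in these data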;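 also: 0% = DAX-1 cells with DMSO and 100% = cells lacking DAX-1 with DMSO; higher inhibition means more luminescence from relief of DAX-1 repression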
ssDAF-12 act = activators of S. stercoralis DAF-12 nuclear receptor. HEK293 ssDAF-12/GRIP1 lit1-tk-luc reporter, luminescence; % of 3 µM dafachronic acid response. activation, % at 6.8 µM. 1% of 370,000 active;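 active = activation above the mean over all tested compounds plus 3 SD, cut at about 0.9% in these data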;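 also: 0% = DMSO-only wells and 100% = 3 µM delta7-dafachronic acid wells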
DAX1 inh-2 = NR0B1 (DAX1) inhibition; 0.99% of 340,000 active; inhibition, % at 6.75 µM; AID 504766; HEK293 Gal4-DAX1 luciferase reporter, luminescence;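 active = inhibition above the mean over all tested compounds plus 3 SD, cut at about 4.2% in these data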;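 also: 0% = DAX1-transfected cells with DMSO and 100% = empty-vector control cells with DMSO; inhibition shows as a rise in luminescence from relieved DAX1 repression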
Target sequence (P51843 207-470 limits assumed): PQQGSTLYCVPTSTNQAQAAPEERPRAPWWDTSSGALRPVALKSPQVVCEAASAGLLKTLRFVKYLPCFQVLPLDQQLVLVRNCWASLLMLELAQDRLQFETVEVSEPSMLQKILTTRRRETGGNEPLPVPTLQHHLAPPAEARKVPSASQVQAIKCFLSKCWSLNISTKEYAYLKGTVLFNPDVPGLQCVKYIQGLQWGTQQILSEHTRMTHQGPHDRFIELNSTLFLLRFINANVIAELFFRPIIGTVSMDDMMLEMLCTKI
SMARCA2 activ = SMARCA2 function activation, primary screen; activation, % at 9.1 µM; 1% of 370,000 active; MG213 cells, MMTV-luciferase reporter, dexamethasone, overnight; in the data active = activation above about 7.8%;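 also: 0% = vehicle wells and 100% = reference activator wells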
Active calls of the source: *; · = not tested or not shown.

SMILES	hgDAF-12 ag	proKLK7 act	hcDAF12 agonist	NPR2 activator	GAA850 FXN act	HGIII-sPLA2 inh	GC-A act	DAX1 inh-1	ssDAF-12 act	DAX1 inh-2	SMARCA2 activ
Cc1ccc(OCc2nc(C#N)c(NCc3ccco3)o2)cc1	0.6	0.3	-1.4	-2	1.5	-10	3	0.3	-0.8	0.1	-1
O=C(Cn1ccsc1=NC(=O)C(F)(F)F)c1ccccc1	4.8	1.1	1.8	-3	3.0	-24	7	2.7	-0.4	1.1	4
CC(C)=CCN1CCN(CCCn2cccn2)CC1CCO (stereo unspecified)	-4.6	-0.5	1.2	-1	2.5	18	21	-0.2	-1.4	-1.5	0
CC(C)N(CCNC(=O)c1nn(Cc2ccccc2)c(=O)c2ccccc12)C(C)C	1.9	0.1	1.2	0	-1.4	-1	-5	0.4	-0.2	0.3	0
COc1ccc(S(=O)(=O)NC(C)C)cc1-n1cnnn1	0.3	0.0	0.7	2	2.5	0	3	0.2	-1.0	-0.4	4
COc1cc2[nH]c(C(=O)Nc3ccc4c(c3)OCCO4)cc2c(OC)c1OC	-5.5	0.6	-4.8	1	-6.2	-2	2	-5.1	-2.1	-0.9	-3
COc1ccc(CCC(=O)N/N=C\c2cccs2)cc1	-0.4	-0.1	-1.3	5	1.1	6	-3	-0.1	-0.4	0.7	5
CCC(C)NCCOCCOc1ccc(Cl)c(C)c1C (stereo unspecified)	4.9	0.5	-1.6	-5	0.7	2	-1	0.4	-1.1	0.2	-1
O=C(CCN1CCCCC1)NNC(=O)C12CC3CC(CC(C3)C1)C2	2.9	-0.1	-0.2	3	0.9	-5	4	0.8	-1.8	-0.1	2
Cc1onc(-c2ccccc2Cl)c1C(=O)NNC(=O)c1ccc(F)cc1	-0.8	0.5	2.3	0	0.2	1	1	-0.5	0.3	-0.7	-3
Cc1cc(=O)oc2cc(OCC(=O)NCCCN3CCCC3=O)ccc12	6.8	0.1	1.0	5	0.1	4	0	-2.9	-1.1	0.3	-1
Cc1cc(C)n2nc(C(=O)N3CCN(c4ccc([N+](=O)[O-])cc4)CC3)nc2n1	-3.1	0.6	-0.1	-3	-2.5	3	-5	-1.6	-2.4	0.1	-2

6 of these compounds, reformatted:
Sequence of screens – hgDAF-12 ag, proKLK7 act, hcDAF12 agonist, NPR2 activator, GAA850 FXN act, HGIII-sPLA2 inh, GC-A act, DAX1 inh-1, ssDAF-12 act, DAX1 inh-2, SMARCA2 activ
- COc1ccc(S(=O)(=O)NC(C)C)cc1-n1cnnn1
 : 0.3, 0.0, 0.7, 2, 2.5, 0, 3, 0.2, -1.0, -0.4, 4
- COc1cc2[nH]c(C(=O)Nc3ccc4c(c3)OCCO4)cc2c(OC)c1OC
 : -5.5, 0.6, -4.8, 1, -6.2, -2, 2, -5.1, -2.1, -0.9, -3
- COc1ccc(CCC(=O)N/N=C\c2cccs2)cc1
 : -0.4, -0.1, -1.3, 5, 1.1, 6, -3, -0.1, -0.4, 0.7, 5
- CCC(C)NCCOCCOc1ccc(Cl)c(C)c1C (stereo unspecified)
 : 4.9, 0.5, -1.6, -5, 0.7, 2, -1, 0.4, -1.1, 0.2, -1
- O=C(CCN1CCCCC1)NNC(=O)C12CC3CC(CC(C3)C1)C2
 : 2.9, -0.1, -0.2, 3, 0.9, -5, 4, 0.8, -1.8, -0.1, 2
- Cc1onc(-c2ccccc2Cl)c1C(=O)NNC(=O)c1ccc(F)cc1
 : -0.8, 0.5, 2.3, 0, 0.2, 1, 1, -0.5, 0.3, -0.7, -3

Carrying on.
SMILES	hgDAF-12 ag	proKLK7 act	hcDAF12 agonist	NPR2 activator	GAA850 FXN act	HGIII-sPLA2 inh	GC-A act	DAX1 inh-1	ssDAF-12 act	DAX1 inh-2	SMARCA2 activ
CCOC(=O)c1c(NC(=O)C2COc3ccccc3O2)sc2c1CCN(Cc1ccccc1)C2 (stereo unspecified)	-0.1	-3.6	-1.6	-9	2.0	3	-1	-0.8	-0.5	0.8	2
CCC(C)c1ccccc1N1CC(C(=O)N2CCN(S(=O)(=O)c3cccc([N+](=O)[O-])c3)CC2)CC1=O (stereo unspecified)	-0.9	-0.1	0.9	-3	0.6	-21	3	-2.0	-0.6	-1.5	-1
Cc1oc2c(C)c(O)ccc2c(=O)c1N1C(=O)c2ccccc2C1=O	-0.4	69*	-0.5	4	4.8	-7	6	-0.2	-1.8	0.6	-2
Cn1c2c(c(=O)n(C)c1=O)C(CC(=O)Nc1ccccc1)C(=O)N2 (stereo unspecified)	-1.9	0.6	-0.7	0	0.6	-1	3	-0.4	-1.2	0.2	0
Cc1ccccc1-c1nnc(SCCC(=O)N2CCOCC2)o1	-0.6	0.2	0.5	0	-0.4	2	2	1.1	-1.0	-0.5	-4
Cc1onc(-c2ccccc2Cl)c1C(=O)N(C)C1CCCCC1	-2.3	0.1	-1.8	0	-2.1	-5	-3	-2.6	-1.6	-1.0	-2
O=C(CSc1nnc(-c2cccnc2)n1-c1ccccc1)Nc1ccccc1	12*	-0.3	-1.6	-6	1.2	-1	-10	0.4	-0.7	-1.9	0
COc1ccc(NC(=O)CN(C)C(=O)c2cccc(S(=O)(=O)N3CCN(c4ccccc4)CC3)c2)cc1	0.0	-0.2	-0.7	-5	-2.5	-5	-5	-1.8	-0.4	-2.7	0
COc1ccc(NC(=O)CN(C)C(=O)c2ccc(NS(=O)(=O)c3cccc([N+](=O)[O-])c3)cc2)cc1	2.5	0.3	0.3	1	1.5	-14	0	-0.5	-0.4	0.2	-1
CCc1cccc(NS(=O)(=O)c2ccc3c(c2)CCC(=O)N3)c1	-2.2	-0.3	-1.8	-4	-0.1	3	-15	-0.7	-1.3	1.3	-4
CCc1nc2ccc(C(=O)NC3CCN(Cc4ccccc4)CC3)cn2c1N(C)Cc1ccc(N(C)C)cc1	3.0	1.0	-0.2	1	0.7	1	-4	-0.4	-1.7	·	6
O=C(NC1CCCCC1)C(c1ccc(F)cc1)N(Cc1ccccc1)C(=O)CN1C(=O)c2ccccc2S1(=O)=O (stereo unspecified)	1.6	0.1	-0.5	4	-2.3	2	-3	-0.1	0.4	-1.0	-1

As a working copy, 3 of the compounds above:
SMILES	hgDAF-12 ag	proKLK7 act	hcDAF12 agonist	NPR2 activator	GAA850 FXN act	HGIII-sPLA2 inh	GC-A act	DAX1 inh-1	ssDAF-12 act	DAX1 inh-2	SMARCA2 activ
CCOC(=O)c1c(NC(=O)C2COc3ccccc3O2)sc2c1CCN(Cc1ccccc1)C2 (stereo unspecified)	-0.1	-3.6	-1.6	-9	2.0	3	-1	-0.8	-0.5	0.8	2
CCC(C)c1ccccc1N1CC(C(=O)N2CCN(S(=O)(=O)c3cccc([N+](=O)[O-])c3)CC2)CC1=O (stereo unspecified)	-0.9	-0.1	0.9	-3	0.6	-21	3	-2.0	-0.6	-1.5	-1
Cc1oc2c(C)c(O)ccc2c(=O)c1N1C(=O)c2ccccc2C1=O	-0.4	69*	-0.5	4	4.8	-7	6	-0.2	-1.8	0.6	-2

(further entries)
SMILES	hgDAF-12 ag	proKLK7 act	hcDAF12 agonist	NPR2 activator	GAA850 FXN act	HGIII-sPLA2 inh	GC-A act	DAX1 inh-1	ssDAF-12 act	DAX1 inh-2	SMARCA2 activ
CCOc1ccc(NC(=O)CSc2nc(N)c(-c3ccccc3)c(=O)[nH]2)cc1	-0.2	0.6	-1.4	-1	-0.8	2	-5	-0.2	-1.4	1.5	1
COc1ccc(/C=C/c2c([N+](=O)[O-])c(=O)n(C)c(=O)n2C)cc1	3.6	-0.1	0.6	-1	0.4	3	0	0.6	-1.7	1.2	2
Cc1cc[n+](C(C)C(=O)c2ccc(-c3ccccc3)cc2)cc1 (stereo unspecified)	-8.4	0.5	-3.5	-2	0.1	3	3	-4.3	-2.2	-4.5	-5
COc1ccc(N(CC(=O)NCc2ccc3c(c2)OCO3)S(=O)(=O)c2ccc(O)c(C(=O)O)c2)cc1	1.9	0.2	0.3	-8	1.0	-12	-1	-1.0	-0.6	1.3	-1
O=C(NCc1ccc(F)cc1Cl)C1CCN(S(=O)(=O)N2CCCCC2)CC1	-2.6	0.3	-1.0	4	2.7	5	0	-0.6	-1.5	0.3	-3
O=C(Cc1ccccc1)NNS(=O)(=O)c1ccc(F)cc1	1.0	-0.3	-0.5	2	1.0	1	-3	-0.8	-1.1	0.6	1
CCSc1nnc(NC(=O)Cc2ccccc2OC)s1	1.6	-0.4	-1.2	-2	-1.6	4	2	0.3	-1.1	-0.6	3
CC(NC(=O)COc1ccccc1)C(=O)N1CCN(c2ccc(F)cc2)CC1 (stereo unspecified)	0.2	0.2	-1.5	-4	1.5	-7	-1	0.0	-1.7	0.4	0
Cc1cc(C(=O)N2CCCC(Nc3ccccc3)C2)c2ccc(F)cc2n1 (stereo unspecified)	-1.4	0.4	-1.5	-7	0.9	-4	-3	-0.7	-1.1	-0.5	0
COc1ccccc1-c1ccc(OCCCN2CCC(C(O)(c3ccccc3)c3ccccc3)CC2)cc1	-0.1	-0.6	-1.8	3	·	-12	-5	-0.4	-1.0	·	-6
Cc1c(NC(=S)NC(=O)c2ccccc2)c(=O)n(-c2ccccc2)n1C	-1.0	-0.1	0.4	0	2.3	-1	3	-0.5	-0.5	1.3	-1
COc1ccc(OC)c(CCNC(=O)c2ccccc2NC(=O)C2=C(C)OCCS2)c1	-2.5	0.4	-2.1	-4	-1.6	-13	-1	-3.5	-1.1	0.1	2
CCOC(=O)C1CCN(C(=O)c2ccc3c(c2)NC(=O)/C(=C\c2cccc(C)c2)S3)CC1	5.4	-0.5	1.4	7	0.5	-7	4	0.0	-1.0	-0.1	1
CN1CCc2c(sc3c2C(=O)NC(c2cn(Cc4ccccc4)c4ccccc24)N3)C1 (stereo unspecified)	-0.7	0.3	-1.4	0	1.0	-8	19	-1.5	-1.6	0.0	-2
CCn1c(CN2C(=O)CSc3ccccc32)n[nH]c1=S	-0.5	0.0	-1.7	2	0.4	5	-1	-0.5	-0.9	7.2*	-2
